E-sel inducer: E-selectin induction in HUVECs, primary screen, imaging, HUVEC, immunofluorescence imaging, single point. P16581. normalized: neutral wells 0, TNF-alpha wells 100. activation, % at 7.58 µM. actives 0.37% (n = 260,000). AID 686992, 2013;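 active = mean E-selectin-positive cell signal at least 10% of the positive control, reached in at least 60% of replicates, without over 20% cell loss; inconclusive = no rule given, readout overlaps actives, possibly toxicity-flagged; inactive = the rest, including those meeting only one limit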;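 also: in these data hits start at about 27%; measured in HUVEC primary endothelial cells; signal is the percent of cells scored E-selectin positive by PE staining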
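material = human umbilical vein endothelial cells (HUVEC), E-selectin induction | quantity = 3,000 cells/well | medium = EGM-2 growth medium on 0.1% gelatin-coated wells | technique = immunofluorescence imaging | read-out basis = % PE-positive cells | control set = TNF-alpha positive control, DMSO neutral control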
S100A4 inh HTS: inhibitors of S100A4-myosin IIA peptide binding, primary screen, biochemical, fluorescence polarization, TAMRA-MyoIIA peptide; Protein S100-A4 (Homo sapiens), P26447; inhibition, % at 10.7 µM; actives 0.14% (n = 360,000); AID 652163, 2013;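 active = mean inhibition of at least 70% across replicates, with every replicate also reaching that level; inconclusive = mean inhibition reaches 70% but some replicates fall short; inactive = mean inhibition below 70%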
Target sequence (P26447 whole entry, looked up): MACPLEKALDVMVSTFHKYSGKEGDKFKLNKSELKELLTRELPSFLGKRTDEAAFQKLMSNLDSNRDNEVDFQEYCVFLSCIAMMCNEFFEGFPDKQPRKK
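System – human S100A4 monomer protein, biochemical binding assay · Buffer or medium – Calcium-containing HEPES buffer, pH 7.2 · Timing – 5 min between mix addition and reading · Also added – TAMRA-labelled myosin IIA heavy-chain peptide probe, 5 nM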
ERp5 block: inhibitors of ERp5-driven insulin aggregation, primary screen, biochemical, turbidity, absorbance 650 nm, single point | Protein disulfide-isomerase A6 (Homo sapiens), Q15084 | inhibition, % at 9.99 µM | 90 min | AID 651711, 2012 | actives 0.05% (n = 350,000);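 active = mean replicate inhibition above about 25%, with every replicate also reaching it, limit read from the data, passing the limit was not always enough; inconclusive = only one of those two criteria met; inactive = neither criterion met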
Target sequence (Q15084 whole entry, looked up): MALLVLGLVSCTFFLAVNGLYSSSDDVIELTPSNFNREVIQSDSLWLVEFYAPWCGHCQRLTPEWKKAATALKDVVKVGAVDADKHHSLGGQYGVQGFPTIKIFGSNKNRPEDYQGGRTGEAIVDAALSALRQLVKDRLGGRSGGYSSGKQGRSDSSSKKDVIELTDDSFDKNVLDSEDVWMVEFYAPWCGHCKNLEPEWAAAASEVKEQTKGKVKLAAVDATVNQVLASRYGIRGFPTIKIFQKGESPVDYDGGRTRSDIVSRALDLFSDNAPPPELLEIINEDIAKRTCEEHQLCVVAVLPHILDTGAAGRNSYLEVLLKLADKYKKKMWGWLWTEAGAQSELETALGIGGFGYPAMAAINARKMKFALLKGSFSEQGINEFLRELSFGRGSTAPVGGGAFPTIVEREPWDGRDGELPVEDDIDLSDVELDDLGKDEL
DENV2 CPE: inhibitors of DENV2 cytopathic effect, primary screen, cell-based, plate reader, single concentration; actives 1.7% (n = 350,000); CPE inhibition, % at 9.99 µM; DENV2-infected cells, cytopathic effect rescue; in the data active = CPE inhibition above about 20%, passing the limit was not always enough; inconclusive = no clear call, values can overlap the other calls; tested in BHK-21 cells;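 also: 0% = median of neutral control wells and 100% = median of positive control wells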
PglD DTNB: C. jejuni PglD acetyltransferase inhibitors, primary screen, biochemical, DTNB colorimetric, single point | UDP-N-acetylbacillosamine N-acetyltransferase PglD (Campylobacter jejuni) | purified PglD enzyme, DTNB colorimetric CoA detection | inhibition, % at 12.5 µM | actives 0.098% (n = 360,000) | AID 602405, 2012; in the data active = inhibition above about 16%, passing the limit was not always enough; inconclusive = no clear call, values can overlap the other calls; also: strong numbers were not always called active
SIRT5 block: SIRT5 desuccinylase inhibitors, primary screen, biochemical, fluorescence imaging, single point, set 5; NAD-dependent protein deacylase sirtuin-5, mitochondrial (Homo sapiens), Q9NXA8; Purified SirT5, succinyl-peptide AMC, trypsin-coupled fluorescence; inhibition, % at 15 µM; actives 1.1% (n = 330,000); AID 652115, 2013; in the data active = inhibition above about 15%; inconclusive = no clear call, values can overlap the other calls
Target sequence (Q9NXA8 whole entry, looked up): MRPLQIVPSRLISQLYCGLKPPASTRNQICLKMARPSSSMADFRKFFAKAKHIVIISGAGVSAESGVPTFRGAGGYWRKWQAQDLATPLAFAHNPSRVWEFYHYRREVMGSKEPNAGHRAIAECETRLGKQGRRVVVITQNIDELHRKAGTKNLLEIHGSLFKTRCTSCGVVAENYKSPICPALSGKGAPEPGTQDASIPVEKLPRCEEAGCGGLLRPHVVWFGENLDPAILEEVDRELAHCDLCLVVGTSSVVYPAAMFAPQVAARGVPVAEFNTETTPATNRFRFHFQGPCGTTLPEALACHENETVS
Statin myotox sup: suppressors of statin myotoxicity in C2C12 myotubes, primary screen, cell-based, single point, plate reader; C2C12 myotubes + simvastatin, ATP luminescence, 48 h; scaled: DMSO 0, geranylgeraniol control 100; rescue of ATP level, % at 7.49 µM; actives 0.78% (n = 330,000); AID 602340, 2012;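 active = mean ATP rescue above about 67%, or every replicate alone reaching that limit, limit read from the data, passing the limit was not always enough; inconclusive = no clear call, values can overlap the other calls; inactive = mean under the limit and some replicate under it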;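 also: myotubes were challenged with 10 µM simvastatin during compound exposure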
* hit, by the source's call; ? = inconclusive; nt = not tested or not shown. These rows are one share of the data (hit frequency here may not be typical).

SMILES	DENV2 CPE	PglD DTNB	SIRT5 block	ERp5 block	S100A4 inh HTS	E-sel inducer	Statin myotox sup
N#CCCn1cc(C(=O)Nc2ccc([N+](=O)[O-])cc2)c(-c2ccccc2)n1	1	-2	-2	1	3	-0.3	nt
COc1ccccc1CCNCc1ccc(OC)c(OC)c1OC	-3	nt	1	-2	-7	nt	nt
c1ccc(Cn2ccnc2)cc1	10	3	-4	5	0	-0.1	2
COc1cc(C(O)CN)ccc1O (stereo not given)	-3	-1	-2	0	4	-0.1	7
O=C(c1ccccc1)N1CCC2(CC1)OCCO2	8	1	-2	1	7	1.1	8
COC(=O)C1=C(c2ccc(F)cc2OCc2ccccc2)C[C@@H]2CC[C@H]1N2C(=O)NCc1ccc(C(C)(C)C)cc1	-10	1	-3	1	0	-0.1	-5
CC(Cc1ccccc1)NC(=O)/C=C/C(=O)O (stereo not given)	4	nt	-2	-1	-4	nt	nt
COc1cc(C(=S)N2CCOCC2)cc(OC)c1OC(=O)Cc1ccccc1	-1	nt	-1	8	-25	nt	nt
COc1cccc(OC)c1CN1CCCC(C(=O)c2cccc(Cl)c2)C1 (stereo not given)	-10	1	-6	15	-1	nt	-3
CCOC(=O)c1c(C)n(Cc2ccccc2)c2ccc(OCC(O)CNC(C)(C)C)cc12 (stereo not given)	0	-1	1	3	-1	nt	18
CCOC(=O)C1(CCc2ccccc2)CCN(Cc2ccc3c(c2)OCCO3)CC1	-5	-4	-6	0	0	nt	-6
C[C@]12CC[C@H]3[C@@H](CCC4=CC(=O)CC[C@@]43O)[C@@H]1CCC2=O	4	8	1	0	6	0.0	1
C[C@]1(O)CCC2C3CC[C@@H]4CC(=O)CC[C@]4(C)C3CC[C@@]21C (stereo not given in full)	-6	nt	0	1	-3	0.1	nt
CC(C)c1cc(Br)c(NC(=O)Nc2cccnc2)c(Br)c1	11	-4	-10	1	-4	-0.1	-6
COC(=O)C[C@H]1CC[C@@H]2NC[C@H](O)COC[C@H]2O1	3	-3	nt	nt	nt	0.0	0
CC(NCc1ccc(Cl)c(Cl)c1)C(O)c1ccccc1 (stereo not given)	-6	1	-3	1	2	nt	37
CC1=CP(=O)(Oc2ccc([N+](=O)[O-])cc2)CC1 (stereo not given)	3	nt	7	15	-4	-0.1	nt
CSc1ncc(/C=C2/C(=O)NC(=O)N(c3ccc(Cl)cc3)C2=O)cn1	-7	nt	-1	2	1	nt	22
CCCN1CCC[C@H](c2cccc(O)c2)C1	-5	6	3	1	-2	0.3	1
CC(C)n1c(=O)c(C=Nc2ccc(S(N)(=O)=O)cc2)c(O)n(Cc2ccco2)c1=O	-3	nt	2	9	-17	nt	nt
CC(CC(C)(C)N1CC1)=NO	-2	nt	-7	-6	29	0.1	nt
Cc1cccc(-n2c(O)c(/C=C3/C(c4ccccc4)=Nc4ccccc43)c(=O)[nH]c2=O)c1	?	nt	0	-4	-10	nt	-62
O=C(NC1CCCCC1)N1C[C@H]2C[C@@H](C1)c1cccc(=O)n1C2	6	0	0	4	2	-0.1	15
CC(=O)O[C@H]1CCC2C3CCC4=CC(=O)CCC4=C3C=C[C@@]21C (stereo not given in full)	-14	0	-2	-2	-1	-0.2	-1
CSc1ccc(C(=O)C2CCCN(CCCn3cccn3)C2)cc1 (stereo not given)	0	nt	-1	-9	-3	2.1	nt
Cc1c(C(=O)Nc2ccccc2)cc(-c2ccccc2)n1CCCN1CCOCC1	-3	1	-4	4	-1	0.6	nt
CN1CCN(C(=O)COc2ccc(Oc3ccccc3)cc2)CC1	-10	nt	-1	1	-1	nt	nt
Cc1cccc(N=Cc2c(O)n(C)c(=O)n(C)c2=O)c1	6	-10	-1	2	-7	nt	-7
CC(=O)Nc1ccccc1C(=O)OCC(=O)Nc1ncccn1	0	-3	-10	1	6	nt	5
C=CCn1c(O)c(C(CC)=NCC2CCCO2)c(=O)[nH]c1=O (stereo not given)	0	nt	1	6	-2	nt	nt
COc1ccc(N=C2SCCCN2C)cc1	nt	-1	nt	nt	nt	0.0	4
O=P(/C=C1\OCc2ccccc21)(Oc1ccccc1)Oc1ccccc1	18	nt	-1	2	-6	0.0	nt
CC(N)C(=O)NC1C2C(=C(O)CC(O)C2O)C(=O)OC1(C)C(Cl)Cl (stereo not given)	?	nt	nt	0	-3	-0.3	nt
Cc1ccsc1C(=O)C1CCCN(Cc2ccccc2O)C1 (stereo not given)	nt	nt	1	3	-2	nt	nt
CCCC[N+]12CCC(CC1)C(C(O)(c1ccccc1)c1ccccc1)C2 (stereo not given)	-5	nt	nt	0	-11	53*	2
COc1cc2c(cc1O)C[C@H]1c3c(cc(O)c(OC)c3-2)CCN1C	-14	3	-7	-3	4	0.3	-2
O=c1c2ccccc2nc(-c2ccccc2Cl)n1-c1cccc(O)c1	13	-4	-2	2	-7	nt	-22
COC(=O)C1=C(c2ccc(Cl)c(C(F)(F)F)c2)C[C@@H]2CC[C@H]1N2C(=O)NCCO	1	0	-5	-9	0	0.0	-1
COC(=O)C1=C(c2ccc3ccccc3c2)C[C@@H]2CC[C@H]1N2C	-8	2	nt	-4	-1	-0.2	-3
O=C(Cc1ccccc1)N1CCN(CCCc2ccccc2)CC1	?	2	-3	-1	-6	0.1	-4
Cc1ccc(NC(=O)CCNC(=O)N2C[C@H]3C[C@@H](C2)c2cccc(=O)n2C3)c(C)c1	-3	-3	nt	-6	-2	nt	7
CCc1ccccc1N1C(=O)/C(=C/c2ccc(N3CCN(C)CC3)o2)C(=O)NC1=S	-4	nt	-3	2	-55	5.9	nt
c1csc(CN2CCNCC2)c1	-6	nt	-2	0	1	-2.5	nt
O=C(Cc1ccncc1)N1CCCCN2[C@H](CO)[C@@H](c3ccc(C#Cc4ccccc4F)cc3)[C@H]2C1	17	2	-1	-9	-49	0.2	0
Cc1c(C)c2ccc(OCC(=O)N3CCC(C(=O)O)(c4ccccc4)CC3)cc2oc1=O	?	6	nt	1	-4	nt	7
Cc1ccccc1O	-21	1	nt	5	3	nt	14
C[N+]1(C)CCN(c2ccccc2)CC1	12	0	-3	-1	2	0.5	3
C=Cn1ccnc1P(=S)(c1ccc(N(C)C)cc1)c1nccn1C=C	7	-3	-8	5	-3	nt	-16
C[n+]1c(-c2ccccc2)c2cc(N)ccc2c2ccc(N)cc21	-5	2	3	2	126*	9.1	16
N#Cc1cccc(-c2ccc([C@H]3[C@@H](CO)N4CCCCN(C(=O)Cc5cccnc5)C[C@@H]34)cc2)c1	0	3	1	-1	-5	-0.5	-8

Overlap with the part before: 2 entries; new compounds follow.
SMILES	DENV2 CPE	PglD DTNB	SIRT5 block	ERp5 block	S100A4 inh HTS	E-sel inducer	Statin myotox sup
C[n+]1c(-c2ccccc2)c2cc(N)ccc2c2ccc(N)cc21	-5	2	3	2	126*	9.1	16
N#Cc1cccc(-c2ccc([C@H]3[C@@H](CO)N4CCCCN(C(=O)Cc5cccnc5)C[C@@H]34)cc2)c1	0	3	1	-1	-5	-0.5	-8
COc1ccccc1NC(=O)c1cn(CCC#N)nc1-c1ccc(F)cc1	-6	3	-2	1	-2	nt	4
COC1=CC(=O)[C@]2(C=C1OC)OC[C@@H]1Oc3c(ccc4c3C=CC(C)(C)O4)C(=O)[C@@H]12	-13	nt	nt	-5	-3	-0.3	nt
C/C(=N\NC(N)=O)c1c(O)n(C)c(=O)n(C)c1=O	9	nt	2	-1	-5	nt	nt
CC1(C)C(C(=O)N2CCN(c3ccc(Cl)cc3)CC2)C1(C)C	10	2	-1	-1	0	nt	-2
Cc1ncc(C(=O)O)n1C(C)c1ccccc1 (stereo not given)	-9	1	nt	1	-2	0.8	4
O=C(Cc1cccnc1)N1CCCCN2[C@H](C1)[C@@H](c1ccc(/C=C/c3ccccc3)cc1)[C@@H]2CO	-10	1	-2	-3	-1	-0.8	nt
O=C(C(=O)N1CCOCC1)c1cn(Cc2ccccc2)c2ccccc12	nt	-5	-2	5	-1	1.7	11
Cn1c(=O)c2c(nc(N/N=C/c3c(O)n(C4CCCCC4)c(=S)[nH]c3=O)n2C)n(C)c1=O	-2	nt	3	4	1	0.1	-5
CCCCc1ncc(CN2CCCC(C(=O)c3ccc(SC)cc3)C2)[nH]1 (stereo not given)	-10	nt	-1	10	-6	nt	-7
COC(=O)C1=C(c2cccc(C#N)c2)C[C@@H]2CC[C@H]1N2C(=O)N1CCC(O)CC1	-4	5	-3	6	2	0.1	9
Cc1cccc(NP(C)(=O)c2nc3c(s2)CCCC3)c1 (stereo not given)	4	1	-1	1	-10	nt	143*
O=S(=O)(c1ccc(O)cc1)c1ccc(O)cc1	2	-10	-4	2	-3	1.2	-7
CCN(CC)P(=S)(c1c(C)nc2ccccn12)c1c(C)nc2ccccn12	1	-8	-1	-5	-3	nt	-12
CCN1CCN(C(=O)COc2ccc(S(=O)(=O)N3CCOCC3)cc2Cl)CC1	18	-4	0	-3	-2	nt	-7
CC[N+](CC)(CC)CC	3	0	0	7	-4	0.9	2
COC(=O)C1=C(c2ccc(F)cc2F)C[C@@H]2CC[C@H]1N2C(=O)NCc1ccc(C(F)(F)F)cc1	-1	-1	-5	-8	-4	0.0	-12
CCC(C)NC1(c2ccccc2)CCCCC1 (stereo not given)	?	nt	nt	-1	-4	nt	nt
O=C(Cc1ccccn1)N1CCCCN2[C@H](CO)[C@H](c3ccc(C#Cc4ccccc4)cc3)[C@H]2C1	3	0	2	-5	-1	-0.4	nt
CCOC(=O)C1(c2ccccc2)CCN(CC(=O)c2ccc(NC(C)=O)cc2)CC1	-3	-2	nt	-3	3	0.2	0
CN1CCN(Cc2ccc(N)cc2)CC1	?	nt	-3	3	-2	3.8	nt
COc1ccc(S(=O)(=O)N2Cc3cnnn3-c3ccccc3C2C#N)cc1 (stereo not given)	-14	0	-1	5	-1	nt	-2
O=C1NCN(c2ccccc2)C12CCN(C(CCc1ccccc1)c1nnnn1Cc1ccccc1)CC2 (stereo not given)	-8	-5	nt	5	4	-0.8	-11
COc1cc(OC)c2c(c1)OCC1CON(C)C21 (stereo not given)	-1	nt	-3	2	-2	1.6	nt
O=C1NC(=O)C2(CCCc3ccc(N(CCCl)CCCl)cc32)N1 (stereo not given)	-9	9	nt	7	-7	-0.1	4
C[C@]12CCC3C(CC[C@H]4C[C@@H](O)CC[C@]34C)C1=CC[C@@H]2O (stereo not given in full)	-6	0	nt	4	-5	0.2	26
CCCC#Cc1ccc([C@H]2[C@@H](CO)N3CCCCN(C(=O)Cc4ccccn4)C[C@H]23)cc1	-1	1	0	-3	-6	-0.4	nt
CCOC(=O)[C@]12Cc3c(cc(OC)c(OC)c3OC)[C@H]1N(C(C)C)C(=O)c1ccccc12	-5	nt	-2	1	-12	-0.1	nt
O=C(NN=Cc1ccc(N(CCCl)CCCl)cc1)c1cccnc1	19	1	-3	3	-4	0.3	6

High-throughput results from PubChem.
